Screening results (PubChem)
PP1 counter = PP1-alpha (human) inhibition in PP5 counter-screen; 320,000 compounds, 0.9% hits; purified PP1alpha, OMFP fluorescence; inhibition, % at 6.7 µM; P62136; AID 2235;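 active = inhibition above the mean inhibition of all tested compounds plus 3 SD, computed separately for each screening campaign, cut at about 15% in these data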
Target sequence (P62136 whole entry, looked up): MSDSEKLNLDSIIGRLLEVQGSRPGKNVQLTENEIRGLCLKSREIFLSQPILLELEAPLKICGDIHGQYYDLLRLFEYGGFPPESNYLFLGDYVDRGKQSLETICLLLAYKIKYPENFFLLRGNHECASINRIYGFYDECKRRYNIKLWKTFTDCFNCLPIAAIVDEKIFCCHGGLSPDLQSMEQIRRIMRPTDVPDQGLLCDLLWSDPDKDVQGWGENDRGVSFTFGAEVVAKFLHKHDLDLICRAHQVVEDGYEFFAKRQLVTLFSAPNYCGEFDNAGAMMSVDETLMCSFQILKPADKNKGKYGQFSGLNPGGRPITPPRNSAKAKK
Efflux pump inh = inhibitors of Candida antifungal efflux pumps expressed in yeast; 330,000 compounds, 0.44% hits; S. cerevisiae Candida pump triplex, Nile Red efflux; inhibition, % at 10 µM; AID 485275;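 active = plate passing quality check with inhibition over a set limit, or well fluorescence over plate mean plus 4 SD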;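 note: Nile Red retained in pooled yeast measured as flow cytometry median fluorescence; 0% = buffer negative control and 100% = Enniatin B positive control; higher means more Nile Red kept so more efflux inhibition; some compounds called inactive have numbers as strong as hits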
LYPLA2 counter = blocks human lysophospholipase 2, a PME1 counter-screen; O95372; recombinant LYPLA2, FP-Rh probe fluorescence polarization; inhibition, % at 5.9 µM; 320,000 compounds, 0.38% hits;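 active = inhibition above the screen-wide mean plus 3 SD, limit set per campaign, cut at about 26% in these data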;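 note: 0% = LYPLA2 with DMSO and 100% = wells lacking LYPLA2 enzyme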
Target sequence (O95372 whole entry, looked up): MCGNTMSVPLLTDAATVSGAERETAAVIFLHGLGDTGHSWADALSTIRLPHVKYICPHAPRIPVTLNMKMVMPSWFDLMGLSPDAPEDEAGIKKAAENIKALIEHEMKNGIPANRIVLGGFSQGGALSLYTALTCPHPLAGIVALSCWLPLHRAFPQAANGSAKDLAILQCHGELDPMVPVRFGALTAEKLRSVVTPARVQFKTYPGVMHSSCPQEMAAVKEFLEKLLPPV
HCV core dimer = blocks dimerization of HCV core protein; TR-FRET GST/Flag-core106 dimerization, 1536-well; inhibition, % at 5 µM; 300,000 compounds, 0.33% hits; AID 1899;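 active = inhibition above the mean of all tested compounds plus 3 SD, set per screening campaign, cut at about 45% in these data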
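System: GST/Flag-tagged HCV core106 proteins. Incubation: compound-protein-antibody incubation 4 h at 22.5 °C. Technique: HTRF with 340 nm excitation, 617/671 nm emission. Medium: KF-containing HEPES buffer, pH 7.45, DTT, CHAPS, BSA. Read-out: inhibition (%) from 671 over 617 nm ratio. Also added: Eu(K)-anti-GST 90 ng/mL plus XL665-anti-Flag 1 µg/mL.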
GASC-1 inh = inhibitors of human GASC-1 (JMJD2C) demethylase; Q9H3R0; GST-JMJD2C(1-420) H3K9me3 demethylation, DELFIA europium; inhibition, % at 2.35 µM; 330,000 compounds, 0.069% hits;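 active = more than half of a compound's replicate wells show inhibition beyond 50%, single wells judged on their own value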;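 note: signal counts dimethyl H3K9 product captured on neutravidin plate; 0% = median of DMSO wells and 100% = 0.3 times that DMSO median; strong numbers were not always called active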
Target sequence (Q9H3R0 1-420 limits assumed): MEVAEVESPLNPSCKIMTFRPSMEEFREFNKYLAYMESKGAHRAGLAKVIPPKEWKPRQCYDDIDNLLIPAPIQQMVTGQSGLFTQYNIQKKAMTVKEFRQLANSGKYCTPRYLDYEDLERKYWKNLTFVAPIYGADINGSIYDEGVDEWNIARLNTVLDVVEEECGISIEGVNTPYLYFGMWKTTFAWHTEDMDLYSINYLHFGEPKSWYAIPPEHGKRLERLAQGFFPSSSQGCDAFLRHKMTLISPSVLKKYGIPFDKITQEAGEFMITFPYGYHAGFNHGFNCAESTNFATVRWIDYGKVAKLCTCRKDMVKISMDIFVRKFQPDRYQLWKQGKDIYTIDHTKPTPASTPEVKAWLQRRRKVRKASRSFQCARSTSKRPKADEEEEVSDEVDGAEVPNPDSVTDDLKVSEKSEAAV
PREPL inhibitor = human PREPL enzyme inhibition; Q4J6C6; recombinant PREPL, fluorescence polarization activity-based probe; inhibition, % at 5.96 µM; 320,000 compounds, 0.68% hits; AID 2751; in the data active = inhibition above about 43%;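 note: 0% = enzyme with DMSO and 100% = wells lacking enzyme; many of its hits are not listed in these tables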
TPT1 inh = blocks Candida albicans tRNA 2'-phosphotransferase. recombinant caTPT1, FP RNA substrate dephosphorylation. inhibition, % at 5 µM. 300,000 compounds, 0.81% hits;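 active = inhibition above the mean of all tested compounds plus 3 SD, set per screening campaign, cut at about 24% in these data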;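 note: plate controls were DMSO alone for no effect and ferristatin control at 100 nM for full effect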
Fh CTSL1 inh = blocks F. hepatica cathepsin L1 in PFM18AAP counter-screen; recombinant F. hepatica cathepsin L1, Z-Leu-Arg-MCA fluorescence; inhibition, % at 5.96 µM; AID 1906; 300,000 compounds, 0.49% hits;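 active = inhibition above the mean of all tested compounds plus 3 SD, set per screening campaign, cut at about 17% in these data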;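 note: 0% = plate median of test compound wells and 100% = 1 µM Z-Phe-Ala-diazomethylketone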
PP5 primary = inhibitors of human protein phosphatase 5 (PP5) | P53041 | purified PP5c, OMFP substrate fluorescence | 320,000 compounds, 0.18% hits | inhibition, % at 6.7 µM | AID 1987;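 active = inhibition above the campaign's mean inhibition across all tested compounds plus 3 SD, cut at about 9.5% in these data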;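 note: 0% = DMSO only and 100% = 100 µM cantharidin control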
Starred values were filed as active, the others as inactive; i = inactive; . = not tested or not shown. An excerpt, so the mix of outcomes need not match the whole.

SMILES	PP1 counter	Efflux pump inh	LYPLA2 counter	HCV core dimer	GASC-1 inh	PREPL inhibitor	TPT1 inh	Fh CTSL1 inh	PP5 primary
C#CCOCCOCCOCCNc1nc(N2CCN(C(=O)CCCCCCCCCCNC(=O)Cn3cc(C[C@@H](C)O)nn3)CC2)nc(N2CCN(C(=O)CCCCCCCCCCNC(=O)Cn3cc(C[C@@H](C)O)nn3)CC2)n1	8	0.1	15	17	9	12	-3	5	0.5
COC(=O)c1ccc(CSc2nc3c(cnn3-c3ccc(C)cc3)c(=O)[nH]2)o1	-3	0.0	4	5	-10	6	1	0	2.2
CN(C)c1ccc(S(=O)(=O)N2CCCCC2)cc1NC(=O)C1=NN(c2ccccc2)C(=O)CC1	-1	0.1	3	-1	-4	15	-3	-3	-0.7
CC(=O)Nc1cccc(/C(C)=N/NC(=O)c2ccc3c(c2)OCO3)c1	-3	0.0	-1	2	25	13	-1	0	1.0
O=C(Nc1ccc(S(=O)(=O)N2CCCCC2)cc1)c1ccc(CN2CCc3ccccc3C2)cc1	8	0.0	-45	12	-7	-21	0	1	5.7
CCOc1ccc(S(=O)(=O)N(CC(=O)N/N=C/c2ccc(-c3ccc([N+](=O)[O-])cc3)o2)c2ccccc2)cc1	33*	0.1	-13	75*	24	35	39*	3	2.3
CCOC(=O)[C@@H]1[C@H]2COc3ccccc3[C@@H]2N2C(=O)N(c3ccc(F)cc3)C(=O)[C@]12C	2	0.2	4	-3	0	-37	4	1	3.3
COC(=O)N/N=C/c1cn(CCOc2cccc(OC)c2)c2ccccc12	-1	0.0	14	-3	-2	11	-1	-15	5.0
COc1ccc(Nc2nc(Cl)nc(NCc3ccco3)n2)c(OC)c1	0	-0.1	4	-1	0	4	-1	3	-0.6
Cc1cccc(NC(=O)CCNS(=O)(=O)c2cccc3nsnc23)c1C	-1	-0.3	1	-4	3	3	-3	0	-2.0
Cn1c(=O)oc2cc(S(=O)(=O)Nc3ccccc3F)ccc21	2	-0.1	6	-3	-24	3	1	-10	2.5
Cc1ccccc1C#N	2	-0.2	9	.	7	12	.	.	2.0
O=C(NC(CSCc1ccccc1)C(=O)N/N=C/c1ccc(O)cc1O)c1ccc([N+](=O)[O-])cc1 (stereo not given)	8	-0.1	-21	5	15	38	-3	2	0.8
COc1cc2c(c(OC)c1OC)-c1ccc(OC)c(=O)cc1C(NC(C)=O)CC2 (stereo not given)	1	0.2	0	-2	-9	-10	2	0	2.0
Cn1c(N/N=C/c2cccs2)cc(=O)n(C)c1=O	-4	0.2	0	-10	23	-4	-2	2	1.9
OC(CNCc1ccc(F)cc1)(c1ccc(F)cc1)c1ccc(F)cc1	1	-0.1	-1	-5	7	-13	-2	-1	0.5
Nc1nc(Nc2ccc(Cl)cc2)nc2ccccc12	6	0.0	-4	2	9	7	-2	1	3.0
O=C(CSc1nnc(Cc2ccccc2)n1Cc1ccco1)NC1CCCC1	3	0.0	10	0	4	9	4	-4	1.6
CC#CCN1c2ccccc2[C@]23C[C@@H](C(=O)OC)N(C(=O)c4ccc(Br)cc4)C2=NC(C(=O)OC)=C(C(=O)OC)[C@H]13	-2	0.1	-8	9	3	12	-4	1	-1.9
Cc1cc(O)c(Sc2ncn[nH]2)cc1NS(=O)(=O)c1ccc(Cl)cc1	-5	-0.1	-5	.	-3	2	.	.	1.0
COc1cc(/C=N/NC(=O)C(=O)N2CCCCCC2)ccc1O	1	0.1	2	-7	37	-7	0	1	5.3
COc1ccccc1-n1ccnc(SCC(=O)NC2CCCC2)c1=O	-2	0.0	2	1	-4	-2	-1	1	0.1
O=C(c1cc(Sc2cccc(Cl)c2)nc2ccccc12)N1CCN(c2ccccn2)CC1	2	-0.1	-4	20	-2	9	-3	-1	0.6
O=C(Cn1cnc2c(nnn2Cc2ccc(F)cc2)c1=O)N1CCCCC1	-1	0.1	-1	-6	-32	2	0	-2	-1.2
O=C(/C=C/c1ccccc1)N1CCN(C(=O)c2ccco2)CC1	0	-0.1	4	-1	-2	0	2	0	1.1

2 compounds drawn at random from those above, as already listed:
SMILES	PP1 counter	Efflux pump inh	LYPLA2 counter	HCV core dimer	GASC-1 inh	PREPL inhibitor	TPT1 inh	Fh CTSL1 inh	PP5 primary
Cn1c(=O)oc2cc(S(=O)(=O)Nc3ccccc3F)ccc21	2	-0.1	6	-3	-24	3	1	-10	2.5
COc1ccccc1-n1ccnc(SCC(=O)NC2CCCC2)c1=O	-2	0.0	2	1	-4	-2	-1	1	0.1

Going on with the list.
SMILES	PP1 counter	Efflux pump inh	LYPLA2 counter	HCV core dimer	GASC-1 inh	PREPL inhibitor	TPT1 inh	Fh CTSL1 inh	PP5 primary
Cc1cccnc1NC1CCCCC1	3	-0.1	-2	10	-2	1	1	3	0.2
Cc1cc(C)n(CCCNC(=O)c2ccc(C)o2)n1	-2	0.3	-7	.	-3	13	.	.	2.2
CCN(CC)S(=O)(=O)c1ccc2nc(CCl)[nH]c2c1	-5	0.0	-5	6	10	-11	0	-1	1.8
S=c1[nH]nc(CN2CCCCC2)n1Cc1ccccc1	-1	0.1	1	-3	-6	5	-1	1	-1.0
Cc1ccc(C2(C(F)(F)F)NC(=O)N3CCN=C3S2)cc1 (stereo not given)	2	0.0	2	0	-1	5	0	3	0.1
Cc1cccc(NC(=O)c2ccccc2NC(=O)Cc2ccccc2)c1C	2	0.2	7	-3	4	-2	0	-2	4.0
O=[N+]([O-])c1cc(/C=N\Nc2ccccn2)ccc1Cl	-3	0.9*	2	-2	-1	24	2	-4	3.8
O=C(CSc1ncnc2scc(-c3ccccc3)c12)Nc1ccc(C(=O)O)cc1	1	0.1	-3	8	0	-4	3	-2	-0.7
COc1cccc(C2=NOC(C(=O)Nc3cccc(C(C)=O)c3)C2)c1 (stereo not given)	0	0.0	-1	2	i	4	-2	-1	-1.8
O=C(CCC(=O)NC1CCCCCCC1)Nc1nnc(C(F)(F)F)s1	-5	-0.1	-2	-1	-2	14	-3	0	1.5
CCOc1ccc(C(C)NC(=O)Nc2ccccc2C(=O)OC)cc1 (stereo not given)	-4	-0.2	4	3	0	6	0	0	-2.0
O=C(NC(=S)Nc1ccc(N2CCCC2)cc1)c1ccc(F)cc1	10	-0.2	-1	10	-9	38	2	3	2.5
CCOC(=O)C1(Cc2ccccc2C)CCCN(C(=O)CSC)C1 (stereo not given)	1	-0.1	3	4	6	-3	0	1	1.1
CN1CCC(=NNC(=O)CN(c2ccc([N+](=O)[O-])cc2)S(=O)(=O)c2ccccc2)CC1	1	0.0	-12	-4	10	-44	-1	0	0.3
COc1ccc(CCNC(=O)COC(=O)c2cnc(C)cn2)cc1OC	0	0.1	5	-5	28	6	1	-3	3.0
Cc1ccc(C)c(S(=O)(=O)N2CCN(C(=O)c3ccc(OCc4c(C)noc4C)cc3)CC2)c1	3	-0.1	16	3	1	10	1	1	0.5
COC(=O)CN1C(=O)[C@H]2[C@@H](C3CC3)N3C(=O)CN(CCO)C(=O)[C@@]3(Cc3ccccc3)[C@H]2C1=O	10	0.0	-3	11	5	9	-1	-5	0.7
O=C(Nc1ccccc1)C1=C[C@@H](C2CCCCC2)C[C@@H](OCc2ccc(CO)cc2)O1	3	.	-7	3	8	-1	1	2	4.4
Oc1ccccc1/C=N/n1c(-c2ccccc2)n[nH]c1=S	-4	0.0	-1	7	9	6	-1	6	-2.2
C=C1C2C[C@H](O)C(C)(C)[C@@]2(O)[C@H](O)C[C@]23C[C@@](C)(O)[C@H](CC[C@H]12)[C@H]3O (stereo not given in full)	-1	0.0	3	5	1	-4	-5	-5	-1.5
O=C(CCC(=O)c1ccc[nH]1)c1ccc(Cl)cc1	2	0.0	-2	53*	0	-11	-1	1	1.2
Cc1nc(N2CCCCCC2)c2ccccc2n1	-4	-0.1	-11	2	13	9	7	12	-2.4
Cc1ccccc1-n1c(SCC(N)=O)nc2sc(-c3ccccc3)cc2c1=O	-3	-0.1	0	1	-5	4	-3	1	0.6
CN(Cc1ccccc1)C(=O)Cn1nc(C(F)(F)F)c2c1CCC2	0	-0.1	7	-8	-36	0	0	-7	0.5
O=C(c1ccc2c(c1)OCO2)N1CCC2(CC1)Oc1ccc(Cl)cc1C(=O)C21CC(c2cccnc2)=NO1 (stereo not given)	2	0.1	0	5	2	2	0	0	2.0
SMILES	PP1 counter	Efflux pump inh	LYPLA2 counter	HCV core dimer	GASC-1 inh	PREPL inhibitor	TPT1 inh	Fh CTSL1 inh	PP5 primary
COc1ccc(-c2nnc(SCC(=O)Nc3ncc(C(F)(F)F)cc3Cl)n2CC(C)C)cc1	3	-1.0	1	2	2	-2	1	-1	1.5
CC12C(=O)N(c3cccc(OC(=O)c4ccco4)c3)C(=O)C1C1c3ccccc3C2c2ccccc21 (stereo not given)	6	0.1	-4	17	-3	-7	3	-34	0.7
CC(=O)OCC(=O)Nc1ccccc1OC(F)F	0	0.0	2	-1	9	2	-3	-1	2.4
CN=C1CC(C)(C)CC(=O)/C1=C(/O)CCC(=O)NC	-1	-0.1	-3	-5	3	0	-2	-2	-2.5
Cc1nc(SCC(=O)NCc2ccco2)c2c(=O)n(C)c(=O)n(CC(C)C)c2n1	-3	-0.2	-3	6	7	5	2	0	-1.4
CCOc1ccc(-n2c(SCC(=O)Nc3cc(C)on3)nc3c(c2=O)SCC3)cc1	2	0.4	-4	10	6	-5	1	2	-0.4
O=S(=O)(Nc1ccc(O)c2ccccc12)c1ccc(F)cc1	-2	-0.4	6	-9	-6	1	-3	-2	-0.8
COc1ccc(N2CCN(c3nc(-c4cccs4)nc4ccccc34)CC2)cc1	1	0.0	-4	7	5	20	-1	-4	1.7
COc1ccccc1/C=C/C(=O)Nc1cccnc1Cl	-3	0.2	-1	-3	-6	8	-1	-1	-0.3
O=[N+]([O-])c1cc(S(=O)(=O)N2CCCC2)ccc1NN=C1CCCCC1	-2	1.9	7	-3	6	4	-5	2	-0.6
COc1ccc(C(=O)Nc2c(C)csc2C(=O)O)cc1	1	0.0	-3	0	-5	6	-3	0	0.3
Cn1c(=O)n(C)c2cc(NS(=O)(=O)c3ccccc3[N+](=O)[O-])ccc21	-7	0.4	3	-7	21	2	-1	0	2.2
CC(C)(C)c1nnc(N/N=C/c2ccccc2)n(N)c1=O	-4	0.2	2	-1	-2	1	0	2	2.5
CC(=O)N1CCSc2ccc(S(=O)(=O)Nc3ccccc3C)cc21	0	-0.1	5	-17	-3	-3	-2	5	1.9
CCN1CCN(C(=O)CN(C)S(=O)(=O)c2ccc(OC)cc2)CC1	3	0.0	-3	2	4	16	-1	-6	2.0
COC(=O)c1cccc(N2CCCC2=O)c1	-6	-0.1	4	1	-11	19	1	-3	-0.5
O=C(c1ccc(-c2ccc([N+](=O)[O-])cc2)o1)N1CCN(S(=O)(=O)c2cccs2)CC1	7	0.1	5	.	4	15	.	.	0.8
Cc1ccc(C2=NNC(c3ccc(Cl)cc3)=Nc3ccccc32)o1	0	-0.2	-3	26	1	0	2	2	0.0
CCc1ccc(S(=O)(=O)n2c(C)nc3ccccc32)cc1	-5	0.0	4	-2	-5	8	-4	3	0.7
CCOC(=O)c1ccc(CN(Cc2ccccc2)S(=O)(=O)c2cccc([N+](=O)[O-])c2)cc1	7	2.7	-3	5	-5	0	0	1	2.1
COc1ccc(NC(=O)CCC(=O)OCc2ccc([N+](=O)[O-])cc2)cc1	-4	0.1	-2	-4	-11	9	1	-10	2.4
CC(=O)Nc1ccc(C(=O)NNC(=O)C2C3CCCCC32)cc1 (stereo not given)	-2	0.0	2	7	0	-3	1	5	0.4
